Screening data from PubChem BioAssay.
KCNQ2 block: KCNQ2 potassium channel inhibitors, primary screen, cell-based, CHO-K1, FluxOR thallium flux, B-score (AID 2156); 20 min; active compounds read low; B-score at 10 µM; 1.1% of 310,000 active;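 active = fluorescence ratio B-score at most minus 3 library SDs, with starting brightness B-score within 2 library SDs, cut at about -5.5 in these data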
Kir21 inh: inhibitors of mouse Kir2.1 inward-rectifier potassium channel. Inward rectifier potassium channel 2 (Mus musculus), P35561. AID 1672, 2009. B-score at 10 µM. HEK293-Kir2.1, FluxOR thallium flux fluorescence; active compounds read low. 0.85% of 310,000 active;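 active = fluorescence ratio B-score at or below minus 3 SD of library scores, with starting-brightness B-score within 2 SD, cut at about -4.2 in these data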;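 also: channel flux triggered by added potassium and thallium sulfate stimulus; B-score of peak minus minimum fluorescence over baseline after thallium stimulus; more negative B-score means stronger Kir2.1 block with less thallium influx; some compounds called inactive have numbers as strong as hits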
Target sequence (P35561 whole entry, looked up): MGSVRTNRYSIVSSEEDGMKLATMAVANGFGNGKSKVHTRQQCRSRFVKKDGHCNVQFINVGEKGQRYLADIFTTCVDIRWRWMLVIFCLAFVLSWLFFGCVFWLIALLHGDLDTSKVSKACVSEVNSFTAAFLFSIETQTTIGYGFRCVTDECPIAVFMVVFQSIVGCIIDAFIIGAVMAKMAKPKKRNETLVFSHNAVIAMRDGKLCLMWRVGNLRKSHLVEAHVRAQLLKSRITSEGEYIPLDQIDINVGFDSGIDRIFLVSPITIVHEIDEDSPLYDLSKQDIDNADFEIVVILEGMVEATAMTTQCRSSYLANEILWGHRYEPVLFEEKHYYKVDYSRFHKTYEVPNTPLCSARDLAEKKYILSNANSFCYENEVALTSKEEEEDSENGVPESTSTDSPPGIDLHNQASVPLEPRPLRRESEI
STK33 inh: inhibitors of purified STK33 kinase, primary screen, biochemical, ADP-Glo luminescence, homogeneous, cell-free | Serine/threonine-protein kinase 33 (Homo sapiens), Q9BYT3 | MBP phosphorylation | inhibition, % at 10 µM | 0.073% of 320,000 active;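 active = inhibition at or above 25%, using the most active replicate where run in duplicate; inactive = inhibition below 25%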
Target sequence (Q9BYT3 whole entry, looked up): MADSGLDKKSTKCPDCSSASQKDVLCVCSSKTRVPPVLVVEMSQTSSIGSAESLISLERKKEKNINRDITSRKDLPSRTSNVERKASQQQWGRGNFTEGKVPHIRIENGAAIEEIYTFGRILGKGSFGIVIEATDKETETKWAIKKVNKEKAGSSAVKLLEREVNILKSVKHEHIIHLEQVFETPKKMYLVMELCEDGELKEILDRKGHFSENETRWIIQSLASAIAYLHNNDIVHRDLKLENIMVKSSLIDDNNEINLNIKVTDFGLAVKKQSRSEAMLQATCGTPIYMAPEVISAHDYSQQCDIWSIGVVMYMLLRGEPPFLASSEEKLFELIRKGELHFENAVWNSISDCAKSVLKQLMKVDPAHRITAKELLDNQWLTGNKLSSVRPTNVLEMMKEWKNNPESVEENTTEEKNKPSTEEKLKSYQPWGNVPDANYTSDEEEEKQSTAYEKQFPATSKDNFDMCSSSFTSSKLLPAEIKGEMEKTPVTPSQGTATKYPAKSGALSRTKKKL
* hit, by the source's call; i = inactive; / = not tested or not shown.

The line under a structure holds: KCNQ2 block | Kir21 inh | STK33 inh
> O=C(COc1cc2oc(=O)c3c(c2cc1Cl)CCC3)Nc1ccc(CN2CCOCC2)cc1
  i | 0.36 | 8.6
> Cc1ccc(CC(=O)Nc2ccc(S(=O)(=O)N3CCOCC3)cc2)cc1
  i | -0.07 | -0.3
> Oc1c(C(c2cccs2)N2CCOCC2)sc2ncnn12 (configuration not stated)
  i | -1.92 | -0.3
> CCN1CCN(Cc2c(O)ccc3c(=O)c(-c4ccc(OC)c(OC)c4)c(C(F)(F)F)oc23)CC1
  i | -0.37 | 0.0
> O=c1[nH]cc(N(CCO)CCO)c(=O)[nH]1
  i | -1.35 | 0.4
> Cc1ccc2nc(N(CCCN(C)C)C(=O)CN3C(=O)c4ccccc4C3=O)sc2c1
  i | -0.21 | -0.9
> CCOC(=O)CC(NC(=O)c1cccs1)c1ccc(C)cc1 (configuration not stated)
  i | -0.71 | -0.8
> O=C(Nc1nc2ccc(F)cc2s1)C1=NN(c2ccccc2)C(=O)CC1
  i | 0.37 | 2.4
> CCC(C(=O)O)N1C(=O)C2CCCCC2C1=O (configuration not stated)
  i | 0.57 | 2.3
> CCN1CCN(C(=O)CN(Cc2ccccc2)S(C)(=O)=O)CC1
  i | 2.22 | -0.6
> COc1ccc(NC(=O)C(CC(C)C)NC(=O)C2CCC(C)CC2)cc1 (configuration not stated)
  i | 1.4 | 0.2
> COc1ccc(-c2nc(SCC(=O)NC3CCCC3)c(-c3ccc(OC)cc3)[nH]2)cc1
  i | -0.73 | 0.5
> O=[N+]([O-])/C=C/c1cc2ccccc2[nH]1
  i | -1.62 | 2.7
> COc1ccc(/C=C/c2nc3ccccc3n2C)cc1
  i | -1.6 | 50.3*
> Cc1cc2ccccn2c1C(C[N+](=O)[O-])c1ccc(N(C)C)cc1 (configuration not stated)
  i | 0.13 | -0.2
> Cc1sc2ncnc(N3CCC(C(=O)Nc4nnc(SCc5ccccc5F)s4)CC3)c2c1C
  i | 0.83 | 1.3
> O=C(Nc1ccc(N2CCCC2)cc1)c1cccc(-c2cc3ccccc3oc2=O)c1
  i | 0.99 | -1.5
> COc1ccccc1NC(=S)N(CCCN(C)C)Cc1cc2cc3c(cc2[nH]c1=O)OCO3
  i | -0.16 | -0.1
> Cc1nc([N+](=O)[O-])c(SCC(O)CCl)n1Cc1ccc(Cl)cc1 (configuration not stated)
  i | -1.87 | 0.0
> COc1cc(CNCCCN2CCOCC2)ccc1OCC(=O)NC(C)(C)C
  i | 0.08 | -0.3
> CCCc1cc(=O)oc2c(C)c(O)c(CN3CCCCC3)cc12
  i | -0.05 | 0.7
> CC(=O)Nc1ccc(S(=O)(=O)NCCS(=O)(=O)N2CCN(c3ccccc3)CC2)cc1
  i | 0.08 | 0.6
> COc1cc(NC(=O)c2cc(-c3ccccc3)on2)cc(OC)c1OC
  i | 0.95 | -1.0
> CCCN(CCC)CC(O)CN(c1cc([N+](=O)[O-])ccc1OC)S(=O)(=O)c1ccccc1 (configuration not stated)
  i | -2.03 | 0.7
> CC(=O)NC/C(C)=N\Nc1ccc([N+](=O)[O-])cc1
  i | -0.25 | -0.2
> CCC(C(=O)NCCc1ccc(S(N)(=O)=O)cc1)c1ccccc1 (configuration not stated)
  i | 0.49 | 0.4
> COc1ccc(N2CCN(C(=O)Cc3ccc(OC)c(OC)c3)CC2)cc1
  i | 0.39 | 0.8
> O=C(Cc1coc(-c2ccc(F)cc2)n1)NC1CCCCC1
  i | 0.58 | -0.5
> CCN1C(=O)CSC1=NC1C2CC3CC(C2)CC1C3 (configuration not stated)
  i | -0.41 | -2.3
> O=C(NCCN1CCCCC1)Nc1cccc(C(F)(F)F)c1
  i | 1.47 | -0.4
> Fc1ccc(COc2ccc(Br)cc2CNCC2CCCO2)cc1 (configuration not stated)
  i | -1.4 | -1.6
> O=C(NNC(=O)c1cc2ccccc2cc1O)NC1CCCCC1
  i | 0.01 | 1.5
> O=S1(=O)CC(NCc2ccccc2)C(Nc2ccccc2)C1 (configuration not stated)
  i | -1.67 | -3.9
> CCCN(CCC)S(=O)(=O)c1ccc(C(=O)Nc2c(C)n(C)n(-c3ccccc3)c2=O)cc1
  i | -0.54 | -0.8
> CC(=O)NC1C(Oc2ccccc2C)OC(CO)C(O)C1O (configuration not stated)
  i | -0.15 | -2.9
> CC1CCc2c(sc3ncnc(SCC(=O)c4ccccc4)c23)C1 (configuration not stated)
  i | 1.45 | 0.0
> CC(Sc1n[nH]c(-c2ccccc2)n1)C(=O)c1c(N)n(C)c(=O)n(C)c1=O (configuration not stated)
  i | 1.35 | -0.6
> C=CCNc1nc(-c2ccccc2)c(C(=O)OCC)cc1C#N
  i | 0.78 | 0.9
> Cc1nc2cc3c(cc2c(C)c1C(=O)OC(C)C)OCO3
  i | 1.26 | 2.5
> Clc1ccc(-c2nc3cnccn3c2Nc2ccc3c(c2)OCO3)cc1
  i | 2.35 | 0.7
> CN(C)c1cccc2c1c(NS(=O)(=O)c1cn(C)cn1)nn2C
  i | 0.53 | -0.4
> COc1ccc(-c2[nH]c(-c3cccc(OC)c3)nc2SCC(=O)NC2CCCC2)cc1
  i | -0.43 | 0.0
> CN(C(=O)Cn1c(=O)oc2cc(S(=O)(=O)N3CCCC3)ccc21)C1CCCCC1
  i | -3.09 | -0.2
> COC(=O)c1cc(NC(=O)C2COc3ccccc3O2)cc(C(=O)OC)c1 (configuration not stated)
  i | -0.7 | 28.9*
> COC(=O)c1cccc(Cn2c(Cl)c(/C=N/Nc3ccccc3C)sc2=O)c1
  i | 0.69 | -0.8

2 compounds picked at random from the list so far:
The line under a structure holds: KCNQ2 block | Kir21 inh | STK33 inh
> COC(=O)c1cc(NC(=O)C2COc3ccccc3O2)cc(C(=O)OC)c1 (configuration not stated)
  i | -0.7 | 28.9*
> Fc1ccc(COc2ccc(Br)cc2CNCC2CCCO2)cc1 (configuration not stated)
  i | -1.4 | -1.6

The list continues:
The line under a structure holds: KCNQ2 block | Kir21 inh | STK33 inh
> CCC(=O)Oc1ccc(C(CC)C(CC)c2ccc(OC(=O)CC)cc2)cc1 (configuration not stated)
  i | -0.02 | /
> CCNC(=S)N(CCc1c(C)[nH]c2ccc(F)cc12)Cc1cccnc1
  i | 1.24 | -0.9
> CCOC(=O)c1cccc(S(=O)(=O)N2CCCC2)c1
  i | -0.49 | -0.4
> C=CCN1C(=O)/C(=C\C(C)=C\c2ccccc2)SC1=S
  i | -0.17 | -0.8
> COc1cc(NC(=O)COc2cccc(C)c2C)ccc1NC(=O)c1ccco1
  i | 1.09 | -1.2
> CC(C)CCN1CCN(Cc2cccn2-c2ccccn2)CC1CCO (configuration not stated)
  i | -1.88 | -1.2
> CC(=O)c1ccc(S(=O)(=O)Oc2ccc(-c3ccc(C(=O)O)cc3)cc2)cc1
  i | 2.95 | -0.6
> COc1ccccc1S(=O)(=O)N1CCC(C(=O)O)(c2ccccc2)CC1
  i | 0.78 | -0.9
> COCCNC(=O)c1ccc2c(c1)C(=O)c1ccccc1-2
  i | -0.42 | 3.1
> CO/N=C/C(=N\Nc1cc(OC)cc(OC)c1)C(=O)c1ccccc1
  -5.8* | -0.95 | -1.5
> COc1ccc(S(=O)(=O)NC2CC(C)(C)NC(C)(C)C2)c2ccccc12
  i | -2.19 | -0.2
> Cc1ccc(CNc2nc3ccccc3n2C)o1
  i | -0.04 | -1.3
> Cc1cccc(NC(=O)CSc2nnc(-c3ccccc3)n2N)c1
  i | -1.05 | -0.3
> CCC(Sc1nc(N)cc(=O)[nH]1)C(=O)Nc1cc(C)on1 (configuration not stated)
  i | 2.37 | -1.6
> COC(=O)c1ccc(Cn2nc([N+](=O)[O-])c(Br)c2C)cc1
  i | -1.16 | 1.0
> O=C(O)c1ccccc1NC1CCCCC1NS(=O)(=O)c1ccccc1 (configuration not stated)
  i | 1.73 | /
> CN(C)c1ccc(/C=N/NC(=O)c2ccccc2)cc1
  i | 1.57 | 4.2
> O=C(c1ccco1)N1CCN(c2ccc([N+](=O)[O-])c(N3CCOCC3)c2)CC1
  i | -1.07 | -3.3
> CC(/C=N/NC(=O)c1nnn(-c2nonc2N)c1CN1CCCCC1)=C\c1ccccc1
  i | 1.04 | -1.8
> Cc1ccc(NC(=O)c2ccc(Nc3c([N+](=O)[O-])cc([N+](=O)[O-])cc3[N+](=O)[O-])cc2)cc1
  i | -0.92 | 1.2
> CCOC(=O)c1ccc(NC(=S)N2CCN(CCN=CC3=C(O)CC(C)(C)CC3=O)CC2)cc1
  i | 1.03 | -0.7
> Cc1nc(Cl)cc(N/N=C/c2ccccc2)n1
  i | -0.42 | 0.4
> FC(F)Oc1ccc(-n2cc(-c3ccccc3)[n+]3c2CCCCC3)cc1
  i | -0.83 | -0.8
> COc1ccc(C(=O)Nc2nnc(CC(=O)N/N=C/c3ccc(O)cc3O)s2)cc1
  i | -0.03 | -0.4
> O=C(O)C(=O)Cc1c[nH]c2ccccc12
  i | -0.05 | 0.9
> O=C(Nc1nnc(CSCc2ccc(F)cc2)s1)c1cccc([N+](=O)[O-])c1
  i | -0.55 | -0.8
> Oc1ccc(-c2nnc(-c3ccc(O)cc3)nn2)cc1
  i | 0.43 | -1.0
> CC(C)(C)c1ccc(OCc2cnc(Cl)s2)cc1
  i | 2.36 | -1.0
> O=C1N=C(N2CCOCC2)S/C1=C/c1ccc(-c2ccccc2Cl)o1
  i | -0.6 | 0.0
> C=CCOc1ccccc1CNc1ccc2[nH]c(=O)[nH]c2c1
  i | -2.91 | -0.5
> COc1ccc(C(=O)NNC(=O)CCc2ccccc2OC)cc1
  i | -0.24 | 1.4
> O=S(=O)(c1cccc(S(=O)(=O)N2CCCC2)c1)N1CCCCC1
  i | -0.37 | -0.8
> C/C(CC(=O)Nc1ccccn1)=N\NC(=O)C(=O)Nc1cccc(C)c1
  i | -0.65 | 0.4
> COc1cccc(CNC(=O)c2ccc3c(c2)S(=O)(=O)N=C2CCCCCN23)c1
  i | -0.51 | -1.4
> CC(NC(=O)COC(=O)C1CSC2(C)CCC(=O)N12)C12CC3CC(CC(C3)C1)C2 (configuration not stated)
  i | -0.04 | -0.4
> COc1ccc(/C=N/N=C2\SC(CC(=O)O)C(=O)N2c2ccccc2)c(OC)c1 (configuration not stated)
  i | -1.29 | -0.6
> Fc1cccc(CSc2ccc(-c3ccc4c(c3)OCO4)nn2)c1
  i | 1.28 | -1.9
> C/C(N)=C(/C#N)C(=O)COc1ccc(Cl)cc1Cl
  i | 2.15 | -0.8
> COC(=O)c1cc2occc2n1Cc1nc(-c2ccccc2C)oc1C
  i | 1.71 | -0.7
> Cc1cccc(CN2CCN(CCCc3ccccc3)CC2)c1
  i | -1.8 | 2.8
> CC(C)CC(NC(N)=O)C(=O)NCCc1ccc(Cl)cc1Cl (configuration not stated)
  i | -1.38 | -1.9
> COc1ccc(OC2C(=O)N(c3ccc(F)cc3)C2c2ccc(OC)c(OC)c2)cc1 (configuration not stated)
  i | 0.28 | -0.4
> COc1ccc(S(=O)(=O)Cc2ccc(C(=O)NCc3cccnc3)o2)cc1
  i | 0.73 | -0.1
> CCC(Oc1ccccc1OC)C(=O)N1CC(=O)Nc2ccccc21 (configuration not stated)
  i | -2.51 | 0.1
> CC(=O)N/C(=C\c1ccccc1)C(=O)OC(C)C(=O)c1ccccc1 (configuration not stated)
  i | -0.09 | -2.4

Seven of these compounds, set out differently:
| KCNQ2 block | Kir21 inh | STK33 inh | Structure |
| --- | --- | --- | --- |
| i | 2.15 | -0.8 | C/C(N)=C(/C#N)C(=O)COc1ccc(Cl)cc1Cl |
| i | 1.71 | -0.7 | COC(=O)c1cc2occc2n1Cc1nc(-c2ccccc2C)oc1C |
| i | -1.8 | 2.8 | Cc1cccc(CN2CCN(CCCc3ccccc3)CC2)c1 |
| i | -1.38 | -1.9 | CC(C)CC(NC(N)=O)C(=O)NCCc1ccc(Cl)cc1Cl (configuration not stated) |
| i | 0.28 | -0.4 | COc1ccc(OC2C(=O)N(c3ccc(F)cc3)C2c2ccc(OC)c(OC)c2)cc1 (configuration not stated) |
| i | 0.73 | -0.1 | COc1ccc(S(=O)(=O)Cc2ccc(C(=O)NCc3cccnc3)o2)cc1 |
| i | -2.51 | 0.1 | CCC(Oc1ccccc1OC)C(=O)N1CC(=O)Nc2ccccc21 (configuration not stated) |

Other records:
The line under a structure holds: KCNQ2 block | Kir21 inh | STK33 inh
> Cc1cc(NC(=O)CSc2nc(C(C)C)nc3c2c(=O)n(C)c(=O)n3C)no1
  i | -1.39 | -0.7
> CN(CC(=O)NC1CCCc2ccccc21)C1CCCCC1 (configuration not stated)
  i | 1.16 | /
> Nc1nc2n(n1)C(c1ccc(Cl)cc1)CC(c1ccc(F)cc1)N2 (configuration not stated)
  i | -1.03 | 0.2
> O=C(O)/C(=C\c1ccccc1)c1ccccc1
  i | 0.37 | 0.2
> O=C(NC1(C(F)(F)F)C(=O)Nc2c1c(=O)[nH]c(=O)n2Cc1ccccc1)c1ccco1 (configuration not stated)
  i | -0.88 | -0.5
> Cc1cccc(C)c1NC(=O)Cn1nc(C)n2cccc2c1=O
  i | 0.24 | 7.3
